# High-throughput results deposited in PubChem by National Center for Advancing Translational Sciences (NCATS).
# KAT2A inh: qHTS Assay for Inhibitors of GCN5L2. Histone acetyltransferase KAT2A (Homo sapiens), Q92830. GCN5L2 HAT assay, ThioGlo1 CoA-SH fluorescence. Potency, µM (top dose mostly 58.9 µM), for the others: at the highest dose activity change, negative = inhibition, usual class: inhibitors. actives 0.21% (n = 390,000)
# Target sequence (Q92830 whole entry, looked up): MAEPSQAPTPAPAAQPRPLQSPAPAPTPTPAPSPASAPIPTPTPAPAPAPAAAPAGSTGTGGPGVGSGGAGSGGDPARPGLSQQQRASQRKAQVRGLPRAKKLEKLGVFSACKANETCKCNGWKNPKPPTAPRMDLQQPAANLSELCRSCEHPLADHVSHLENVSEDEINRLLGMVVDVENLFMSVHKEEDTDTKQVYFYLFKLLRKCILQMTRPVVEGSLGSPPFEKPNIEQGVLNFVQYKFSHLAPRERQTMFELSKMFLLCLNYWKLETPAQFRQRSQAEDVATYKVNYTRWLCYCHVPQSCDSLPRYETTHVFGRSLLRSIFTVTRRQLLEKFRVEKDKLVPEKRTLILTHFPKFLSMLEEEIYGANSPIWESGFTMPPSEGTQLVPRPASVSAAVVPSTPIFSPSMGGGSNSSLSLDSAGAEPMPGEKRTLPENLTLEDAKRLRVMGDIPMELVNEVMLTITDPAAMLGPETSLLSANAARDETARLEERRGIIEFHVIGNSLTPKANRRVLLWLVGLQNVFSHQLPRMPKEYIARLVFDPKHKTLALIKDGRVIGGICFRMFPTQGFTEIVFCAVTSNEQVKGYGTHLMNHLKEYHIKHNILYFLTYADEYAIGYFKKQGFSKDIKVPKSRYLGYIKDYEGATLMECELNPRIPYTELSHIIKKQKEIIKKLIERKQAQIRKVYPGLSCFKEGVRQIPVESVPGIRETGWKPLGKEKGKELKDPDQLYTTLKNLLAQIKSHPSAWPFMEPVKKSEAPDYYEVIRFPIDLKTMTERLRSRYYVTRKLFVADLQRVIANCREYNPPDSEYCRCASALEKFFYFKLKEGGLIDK
#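 GCN5L2 (20nM final) in 50mM HEPES, 0.1mM EDTA pH 7.5, 0.01% Tween-20 was preincubated 15 min at room temperature with compound, then given ThioGlo1 (50uM), H3(1-25) peptide (75uM) and acetyl-CoA (70uM); CoA-thiol fluorescence (Ex340/Em540) was read at 0 and 20 min.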
# DT40 TDP1 CPT: qHTS for Inhibitors of human tyrosyl-DNA phosphodiesterase 1 (TDP1): qHTS in cells in presence of CPT. AID 686979, 2013. actives 12% (n = 420,000). chicken DT40 Tdp1-/-;hTDP1 cells + 20 nM CPT, ATP luminescence, 48 h. Potency, µM (highest dose often 46.2 µM), for the others: at the highest dose activity change, negative = growth inhibition, actives largely listed as inhibitors; note: nearly all actives have a fitted effect of over 55% in size
#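 Chicken DT40 Tdp1-/- cells complemented with human TDP1, 400 cells/well, exposed to compounds plus 20 nM camptothecin for at least 48 h at 37 C; viability read as ATP content by CellTiter-Glo luminescence.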
# DT40 TDP1 no CPT: qHTS for Inhibitors of human tyrosyl-DNA phosphodiesterase 1 (TDP1): qHTS in cells in absence of CPT | DT40 Tdp1-/- hTDP1 cells, no CPT, ATP luminescence, 48 h | Potency, µM (highest dose often 46.2 µM), for the others: at the top dose activity change, negative = growth inhibition, most hits filed as inhibitors | actives 15% (n = 420,000) | AID 686978, 2013; note: nearly all actives have a fitted effect of over 55% in size
#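 Growth of hTDP1-complemented DT40 Tdp1-knockout cells is measured by ATP luminescence after at least 48 hr compound exposure at 37 °C, with DMSO substituting for the 20 nM CPT used in the parallel screen.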
# An asterisk follows results filed as active; ? = inconclusive; nt = no result given; & = joins results of further samples; [ ] = another dose, or the depositor's remark. Calls come from the whole dose curve; as a rule, active = well fitted curve in the direction sought with a large enough effect; inconclusive = small, poorly fitted or top-dose-only effect, or another doubt; inactive = no such curve, though single readings can be large; an effect the other way counts as inactive or inconclusive. % is set by controls: 0 for no effect and ±100 for the full control effect; potency is the fitted concentration of half-maximal effect. Some of the compounds tested; the hit share may differ from the screen's.
SMILES,KAT2A inh,DT40 TDP1 CPT,DT40 TDP1 no CPT
Cc1ccc2[nH]c(=O)c(CN(Cc3ccccc3)Cc3nnnn3Cc3ccco3)cc2c1,nt,8.9µM*,?
O=C(COc1ncnc2cc([N+](=O)[O-])ccc12)NC(=O)NC1CCCCC1,-4%,?,?
C/C(=N\NC(=O)c1c(Br)c(C)nn1C)c1ccc(NC(=O)C(C)Oc2ccc(Cl)cc2C)cc1 (centres undefined),-15%,?,?
CN(C(=O)CC1C(=O)NCCN1Cc1cccc(F)c1F)C1CCOCC1 (centres undefined),-20%,-6%,0%
NNC(=O)c1ccc(CSc2nc3ccccc3[nH]2)cc1,-7%,?,?
Cc1cc(Nc2cccc(F)c2)n2c(n1)nc1ccccc12,2%,-15%,-22%
N#Cc1cccc(-c2nc3cnc(N4CCOCC4)nc3n(C3CC3)c2=O)c1,-10%,-2%,-3%
CCOC(=O)c1c(/N=C/c2cc(C)ccc2O)sc2c1CCC2,23%,11%,-29%
CNC(=S)Nc1ccc(C(N)=O)cc1,-9%,5%,-24%
COc1ccccc1C1C(C(=O)Nc2ccccc2)=C(C)Nc2nc(-c3ccccc3)nn21 (centres undefined),3%,?,?
Cc1nc2c(F)c(F)c(C(F)(F)F)c(F)c2[nH]1,-7%,?,21µM*
CC(C)NC(=O)C1(C)CCN1C(=O)C1(c2ccccc2)CCCC1 (centres undefined),nt,?,?
O=C(COC(=O)CN1C(=O)C2CCCCC2C1=O)Nc1ccc(F)c(F)c1F (centres undefined),-3%,?,11%
CC(O)c1nc2ccccc2n1CCCc1ccccc1 (centres undefined),-3%,18µM*,-25%
O=C(COc1ccc(Cl)cc1Cl)OCC(=O)N1CCCc2ccccc21,-10%,-9%,0%
Cc1ccc(S(=O)(=O)Nc2ccc3nc(-c4ccc(F)cc4)oc3c2)cc1,-12%,?,?
Cc1ccc(NC(=O)CN2C(=O)NC(Cc3ccccc3)C2=O)cc1Cl (centres undefined),-5%,?,?
CC(C)c1cc[n+](-c2nc([O-])sc2C=O)cc1,-23%,-5%,6%
CC(O)(c1cccnc1)c1nc(-c2cc(F)cc(F)c2)cs1 (centres undefined),nt,?,?
COC(=O)c1ccc(Cn2cnc3c(Cl)ncnc32)cc1,nt,?,?
Cc1cnc(NC(=O)CSc2nnc(COc3ccccc3)o2)s1,-2%,8%,-16%
O=C(CSc1nc2c(c(=O)n1-c1ccc(F)cc1)SCC2)NCc1ccco1,-3%,?,-15%
O=C(CSc1nc2ncccc2[nH]1)c1ccc(F)cc1,19%,-5%,-8%
Cc1cccc(OC(=O)c2cncc(Br)c2)c1,-5%,-24%,9%
COc1ccc(CN2CCNC(=O)C2CC(=O)N(C)CCCN2CCOCC2)cc1C (centres undefined),?,4%,18%
CCOC(=O)Nc1nnc(/C=C/c2ccc(OC)cc2)s1,-4%,-26%,?
O=C(NCC(c1ccccc1)N1CCCC1)C1CCN(C(=O)Nc2ccccc2)CC1 (centres undefined),-2%,-6%,-26%
COc1ccc(-c2nnc(SCC(=O)N3CCCC3=O)n2N)cc1OC,-1%,3%,-18%
O=S1(=O)c2c(F)cccc2O[C@@H](COCc2ccccc2)CN1CCc1ccc(F)cc1,nt,?,?
COc1ccc(C(=O)N2CCCC(C(=O)N3CCN(c4ccccc4)CC3)C2)cc1 (centres undefined),3%,4%,-24%

# 15 entries already listed, sorted by molar mass, lowest first:
SMILES,KAT2A inh,DT40 TDP1 CPT,DT40 TDP1 no CPT
CC(C)c1cc[n+](-c2nc([O-])sc2C=O)cc1,-23%,-5%,6%
CC(O)c1nc2ccccc2n1CCCc1ccccc1 (centres undefined),-3%,18µM*,-25%
O=C(CSc1nc2ncccc2[nH]1)c1ccc(F)cc1,19%,-5%,-8%
COC(=O)c1ccc(Cn2cnc3c(Cl)ncnc32)cc1,nt,?,?
CCOC(=O)Nc1nnc(/C=C/c2ccc(OC)cc2)s1,-4%,-26%,?
CC(O)(c1cccnc1)c1nc(-c2cc(F)cc(F)c2)cs1 (centres undefined),nt,?,?
Cc1cnc(NC(=O)CSc2nnc(COc3ccccc3)o2)s1,-2%,8%,-16%
Cc1ccc(NC(=O)CN2C(=O)NC(Cc3ccccc3)C2=O)cc1Cl (centres undefined),-5%,?,?
COc1ccc(-c2nnc(SCC(=O)N3CCCC3=O)n2N)cc1OC,-1%,3%,-18%
Cc1ccc(S(=O)(=O)Nc2ccc3nc(-c4ccc(F)cc4)oc3c2)cc1,-12%,?,?
O=C(COC(=O)CN1C(=O)C2CCCCC2C1=O)Nc1ccc(F)c(F)c1F (centres undefined),-3%,?,11%
COc1ccc(C(=O)N2CCCC(C(=O)N3CCN(c4ccccc4)CC3)C2)cc1 (centres undefined),3%,4%,-24%
O=C(CSc1nc2c(c(=O)n1-c1ccc(F)cc1)SCC2)NCc1ccco1,-3%,?,-15%
O=C(NCC(c1ccccc1)N1CCCC1)C1CCN(C(=O)Nc2ccccc2)CC1 (centres undefined),-2%,-6%,-26%
O=S1(=O)c2c(F)cccc2O[C@@H](COCc2ccccc2)CN1CCc1ccc(F)cc1,nt,?,?

# The results go on.
SMILES,KAT2A inh,DT40 TDP1 CPT,DT40 TDP1 no CPT
COc1cccc(N2CCN(C(=O)c3ccc(OC)c(S(=O)(=O)NC4CC4)c3)CC2)c1,nt,?,16µM*
Cc1ccc(S(=O)(=O)Nc2cccc3ncccc23)s1,-16%,0.92µM*,1µM*
CC(=O)N(C)Cc1ccc(C(=O)CCl)cc1,-4%,1µM*,0.92µM*
CC(C)CC(N)C(=O)OCc1ccc([N+](=O)[O-])cc1 (centres undefined),2%,0%,-14%
O=C1NCC(=O)N2CCC[C@@H]12,nt,20%,-19%
O=C(Nc1nc(-c2ccc3c(c2)OCCO3)cs1)c1ccc(S(=O)(=O)N2CCCCC2)cc1,-12%,?,?
O=C1C=C(c2ccccc2Oc2ccccc2)C[C@@H](c2ccc(F)cc2)C1,nt,?,?
O=c1c(C=NCC2CCCO2)c(-c2ccccc2)[nH]n1-c1ccc([N+](=O)[O-])cc1 (centres undefined),-23%,?,?
Cc1nc2ncnn2c(N2CCN(c3cccc(C(F)(F)F)c3)CC2)c1C,-1%,16µM*,21µM*
COCCN(CC(=O)Nc1cccc(C)c1C)C(=O)c1ccc2c(c1)OCO2,-3%,-4%,-2%
O=C1C2C(c3ccccc3)C=CC(c3ccccc3)C2C(=O)N1c1ccncc1 (centres undefined),-6%,3%,0%
COc1cccc(CN(C(=O)Cn2nnc(-c3ccccc3F)n2)C(C(=O)NC(C)(C)C)c2ccncc2)c1 (centres undefined),-2%,-14%,?
O=C(Cn1ccn(-c2ccc(F)c(F)c2)c(=O)c1=O)NCc1ccccc1,2%,1%,1%
Cc1ccccc1N1CC(C(=O)Nc2nnc(SCCC3OCCO3)s2)CC1=O (centres undefined),-16%,-1%,-21%
COc1cccc(CN2CCc3nnc(CCc4ccccc4)n3CC2)c1OC,nt,0%[9.04 µM],-9%
Cc1ccc(C)c(N2CCN(C(=O)Cn3c(-c4cccs4)cc4ccccc43)CC2)c1,-4%,?,?
Cc1ccc(N2CC(C(=O)Nc3cc(C)on3)CC2=O)cc1 (centres undefined),-7%,-27%,-12%
COc1ccc(-c2nc3scc(CCNS(=O)(=O)c4c(C)cc(C)cc4C)n3n2)cc1OC,0%,15µM*,23µM*
COc1ccc(S(=O)(=O)N2CCOC23CCN(S(=O)(=O)c2c(C)cc(C)cc2C)CC3)cc1,-23%,?,16µM*
COc1ccc(CNC(=O)C(=O)NCC2OCCN2S(=O)(=O)c2ccccc2)cc1 (centres undefined),nt,-13%,-24%
CCc1nc2ccc(C(=O)N3CCN(c4cccc(C)c4C)CC3)cc2nc1CC,-11%&4%,?,?
COc1ccc(-c2c(-c3ccc4c(c3)OCO4)c3ccccc3n2C)cc1,nt,?,?
COc1ccc(-c2csc(NC(=O)CSc3nnnn3C)n2)c(OC)c1,0%,-11%,-13%
CCOC(=O)C1CCN(C(=O)COc2ccc(N(C)S(=O)(=O)c3ccc(OCC)cc3)cc2)CC1,0%,-2%,-4%
CSCCC1NC(=O)N(CC(=O)N2CCc3ccccc3C2)C1=O (centres undefined),-2%,-9%,13%
COC(=O)c1ccc(N=CC2=C(O)CC(c3ccccc3)CC2=O)cc1 (centres undefined),-7%,2%,-21%
CCOc1ccccc1NC(=O)c1sc2nc3n(c(=O)c2c1C)CCCCC3,-7%,-11%,-25%
S=C(NC1CCCCC1)N1CCN(Cc2ccccc2Cl)CC1,-29%,?,?
COC(=O)c1cc(C(=O)NC(C)C2CC3CCC2C3)cc([N+](=O)[O-])c1 (centres undefined),-1%,?,21µM*
CCN(CC(=O)Nc1ccccc1C(=O)NC1CC1)Cc1cccs1,-14%,?,?
CC(OC(=O)CCC1CCCCC1)C(=O)Nc1ccc(S(N)(=O)=O)cc1 (centres undefined),-2%,-3%,-23%
O=C(C(Cc1ccccc1)N1C(=O)c2ccccc2C1=O)N1CCc2ccccc21 (centres undefined),-11%,-29%,-24%
CC(C)c1nnc(NC(=O)C2CCCN2C(=O)Nc2ccccc2F)s1 (centres undefined),1%,2%,16%
CCc1nnc(NC(=O)c2ccc(S(=O)(=O)N(C)Cc3ccccc3)cc2)o1,0%,16µM*,21µM*
Cc1ccc(C(=O)NC(N2CCCC2)C(Cl)(Cl)Cl)cc1 (centres undefined),-10%,-20%,-19%
c1nc(NC2CCCCCC2)c2[nH]cnc2n1,4%,10µM*,23µM*
O=C1C2C3C=CC(C3)C2C(=O)N1c1ccc2c(c1)CCC2 (centres undefined),-3%,5%,-23%
COc1ccccc1CNC(=O)c1ccccc1NC(=O)c1nsc2ccccc12,-4%,?,?
CN(CC(=O)Nc1ccc(Cl)c(Cl)c1)C(=O)C1CCC1,-5%,2%,?
CCN(c1ccc(OC)cc1)S(=O)(=O)c1nnc(NC(=O)c2ccccc2C)s1,-1%,?,-28%
O=C(CSc1nc(N2CCOCC2)nc(N2CCOCC2)n1)Nc1ccc([N+](=O)[O-])cc1,-30%,?,?
Cc1ccc(CCNC(=O)CCS(=O)(=O)Cc2ccc(C)cc2)cc1,3%,-1%,8%
O=C(Nc1cccc(F)c1)C1CCN(C(=O)NCc2ccccc2)CC1,-2%,-9%,4%
CNC(=O)c1ccc(NC(=O)CC2SC(N3CCCC3)=NC2=O)cc1 (centres undefined),-18%,-2%,-17%
COc1ccccc1C(=O)N/C(=C/c1ccc(Br)cc1)C(=O)N1CCCC1,29%,26µM*,21µM*
COc1ccc(C(=O)NCCOc2ccccc2Cl)c(OC)c1OC,-5%,?,?
O=C(COC(=O)c1n[nH]c2ccccc12)NC(=O)NC12CC3CC(CC(C3)C1)C2,2%,13µM*,9.2µM*
CS(=O)(=O)N1CCN(c2ccc(NC(=O)c3cccnc3Cl)cc2)CC1,3%,-9%,3%
CCCC(O)(CCN1CCCCC1)c1ccc(OCC)cc1 (centres undefined),1%,?,?
O=C1CCc2cc(S(=O)(=O)NCc3ccccc3Cl)ccc2N1,-5%,-29%,3%
Cc1ccnc(NC(=O)CNC(=O)c2ccc(Br)o2)c1,-5%,9%,-7%
CCOC(=O)c1c(C)[nH]c(C)c1S(=O)(=O)N(C)CC(=O)Nc1cccc(C(F)(F)F)c1,6%,?,-17%
CCOC(=O)C(N)CSC1CC(=O)N(c2ccc(OCC)cc2)C1=O (centres undefined),-1%,-12%,-5%
O=C(NN=C1CCCC1)NC1CCCCC1,0%,12%,6%
CCOc1ccccc1C(=O)N/N=C/c1c[nH]c2ccccc12,-8%,-1%,-10%
Cc1noc(C)c1C(=O)OCC(=O)Nc1cccc(S(N)(=O)=O)c1,0%,1%,4%
Cc1ccc(S(=O)(=O)NCCc2cn3c(C)csc3n2)cc1,-3%,0%,-24%
CCCCn1c(N)c(N(CC(C)C)C(=O)CSc2nn(-c3ccc(F)cc3)c(=S)s2)c(=O)[nH]c1=O,nt,?,-3%
OC1(CN2CCOCC2)C2CN3CCN(C2)CC1(c1ccccc1)C3 (centres undefined),1%,29µM*,?
CCOc1cccc(NC(=O)C2CCCN(S(=O)(=O)c3ccc(-n4cnnn4)cc3)C2)c1 (centres undefined),1%,-26%,-28%
O=C(NCc1cccnc1)c1c(O)c2cccc3c2n(c1=O)CCC3,-1%,?,?
O=C(C[C@@H]1CC[C@H](NC(=O)Nc2ccc(F)cc2)[C@@H](CO)O1)NCc1cccc(F)c1,nt,-25%,-26%
